Screens: PubChem, several laboratories
AID2073 – disruptors of CaV2.2 binding to Mint1 – biochemical, HTRF (AID 2073) | inhibition, % at 20 µM, or IC50 in µM where a hit was titrated | hit rate 0.19% among 290,000 | HTRF protein-protein interaction, Mint1-CaV2.2; higher % means a stronger effect; in the data active = inhibition mostly above about 51%, no sharp cut-off; inconclusive = no clear call, values can overlap the other calls; inactive = mostly below about 53%; note: some results filed as inactive read as strong as hits
RSV CPE inhibition – inhibition of RSV-induced cytopathic effect – HEp-2 cells, primary 10 µM value included (AID 2391) | HEp-2 cells, RSV-induced CPE inhibition; higher % means a stronger effect | one-dose CPE inhibition, % at 10 µM; IC50 in µM for titrated hits | hit rate 0.13% among 310,000; in the data active = a potency from the dose series; inconclusive = CPE inhibition mostly from about 23% at the one dose, without a potency; inactive = the rest, 99 in 100 with CPE inhibition below about 21%; note: strong numbers were not always called active
NTR1 ag – agonists of NTR1, primary screen, imaging, U2OS cells, beta-arrestin-GFP, high content (AID 493036). P30989. hit rate 0.17% among 330,000. NTR1-U2OS beta-arrestin-GFP spot imaging, agonist mode. activation, % at 20 µM;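 active = activation at or above 40% of the spot to cytoplasm intensity ratio, with at least 20 cells analyzed; inconclusive = wells under 20 cells, flagged as cytotoxic or low count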;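 note: 0% = DMSO without peptide and 100% = 100 nM NTR1 peptide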
Target sequence (P30989 whole entry, looked up): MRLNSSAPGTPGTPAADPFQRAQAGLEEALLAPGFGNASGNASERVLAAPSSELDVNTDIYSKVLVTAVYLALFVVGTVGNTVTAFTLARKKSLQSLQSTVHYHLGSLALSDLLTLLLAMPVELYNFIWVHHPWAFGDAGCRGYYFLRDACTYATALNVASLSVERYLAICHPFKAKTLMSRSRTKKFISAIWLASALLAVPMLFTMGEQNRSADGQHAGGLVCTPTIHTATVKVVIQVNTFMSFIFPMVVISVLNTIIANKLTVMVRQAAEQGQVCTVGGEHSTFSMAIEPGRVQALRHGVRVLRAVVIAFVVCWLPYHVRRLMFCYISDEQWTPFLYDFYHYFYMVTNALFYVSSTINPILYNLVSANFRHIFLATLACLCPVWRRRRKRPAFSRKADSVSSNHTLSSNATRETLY
Autophagy HCS – alters autophagy in cells | hit rate 0.98% among 190,000 | AID 463193 | MEF GFP-LC3 puncta imaging; test concentration mostly 10 µM | calls only at 10 µM (by protocol);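 active = percentage of spot-positive cells more than 3 SD above its plate mean, without a fluorescence outlier flag or 80% toxicity; inconclusive = no clear call, values can overlap the other calls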;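 note: spot-positive cell cutoff set from DMSO-treated cells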
LYP phosphatase – inhibitors of LYP phosphatase, biochemical, fluorescence intensity, uHTS (AID 1779); recombinant LYP phosphatase, fluorescence intensity; higher % means a stronger effect; inhibition, % at 11.5 µM; hits with a dose series show IC50 in µM; hit rate 0.054% among 290,000; in the data active = inhibition above about 50%;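 note: plate controls were vehicle with enzyme for no effect and no enzyme for full effect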
GPR35 antagonists – inhibition of zaprinast-stimulated GPR35 beta-arrestin translocation – imaging, U2OS, beta-arrestin-GFP, zaprinast agonist, primary screen (AID 2058); U2OS GPR35 beta-arrestin-GFP translocation imaging, zaprinast antagonism; higher % means a stronger effect; hit rate 0.052% among 290,000; inhibition, % at 10 µM; hits with a dose series show IC50 in µM;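 active = inhibition of at least 50% with at least 30 cells and total cytoplasm GFP at most 10,000,000; inconclusive = under 30 cells or total GFP of 10,000,000 plus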
UTI89 phage lysis – inhibition of K1F phage lysis, E. coli UTI89, bacterial capsule biogenesis inhibitors, alamar blue (AID 488966). E. coli UTI89 K1F phage lysis, alamar blue, 2 h; higher % means a stronger effect. inhibition, % at 100 µM, or IC50 in µM where a hit was titrated. hit rate 0.02% among 340,000;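 active = phage lysis inhibition, versus mean bacterial control, above a set limit; inconclusive = no clear call, values can overlap the other calls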;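 note: capsule biogenesis inhibitors block K1F phage lysis so surviving cells raise fluorescence; higher fluorescence means more inhibition of phage lysis; actives were called in the ten point dose series up to 300 µM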
Dengue-2 NS5 capping – Dengue-2 NS5 methyltransferase inhibitors, primary screen, biochemical, confirmation dose response (AID 588689) | hit rate 0.3% among 340,000 | Dengue-2 NS5 methyltransferase capping enzyme assay, biochemical; higher % means a stronger effect | one-dose inhibition, % at 25 µM; IC50 in µM for titrated hits; in the data active = a potency from the dose series; inconclusive = inhibition above about 29% without an active follow-up result
WT yeast gro inh – growth inhibition of WT yeast, mitochondrial fusion screen | mitochondrial fusion phenotypic screen, WT strain | hit rate 2.1% among 190,000 | AID 1362 | inhibition, % at 10 µM; in the data active = inhibition above about 58%; tested in S. cerevisiae
WT yeast gro inh mutant strain – further read-out of WT yeast gro inh, marked with its call; inhibition, %; mitochondrial fusion phenotypic screen, mutant strain inhibition
Autophagy HCS cell loss 18 h – further read-out of Autophagy HCS, marked with its call; toxicity, %; measured here: cell loss, nuclei count;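 cell loss after 18 h compound exposure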
NTR1 ag cell count 20 µM – recorded beside NTR1 ag, whose call it bears; cell count; measured here: cell count, cytotoxicity flag
Active calls of the source: *; i = inactive; ? = inconclusive; . = no result given; + = active, no number; [ ] = another dose, or the depositor's remark.

SMILES	AID2073	RSV CPE inhibition	NTR1 ag	NTR1 ag cell count 20 µM	Autophagy HCS	Autophagy HCS cell loss 18 h	LYP phosphatase	GPR35 antagonists	UTI89 phage lysis	Dengue-2 NS5 capping	WT yeast gro inh	WT yeast gro inh mutant strain
O=C(COc1cccc2ccccc12)Nc1cc(Cl)ccc1C(=O)O	6%	9.7%	0.9	66	.	.	-11%	-2%	-0.1%	41µM*	.	.
COc1ccc(CNC(=O)c2c(C)nc3ccccn23)cc1	-4%	2.4%	1.1	83	i	26	-2%	-9%	-0.2%	-6%	6	5
O=C(CSc1ccc(Cl)cc1)Nc1ccc(N2CCN(c3ccccc3)CC2)c(F)c1	20%	2.3%	-0.1	59	i	-30	-7%	7%	2.2%	-1%	-43	-8
Cn1c(=O)[nH]c(=O)c2c1nc(CN1CCN(c3cccc(Cl)c3)CC1)n2CCCc1ccccc1	37%	0.6%	20	51	i	18	8%	2%	0.2%	1%	7	-9
Cc1nn2c(N3CCN(C(=O)c4ccco4)CC3)cc(C(C)(C)C)nc2c1-c1ccccc1	28%	-1.1%	13	65	i	12	11%	27%	.	.	-4	-4
COCCCNC(=O)CN(c1cc(Cl)ccc1OC)S(C)(=O)=O	0%	0.7%	1.1	94	i	12	-12%	14%	1.3%	3%	-8	-3
Cc1ccc2nc(Nc3ncc4c(n3)CC(C)(C)CC4=O)nc(C)c2c1	4%	0.5%	2.8	55	i	3	-2%	7%	0.6%	-5%	-7	-2
Cc1ccc(C2CC(=O)NC(SCc3ccccc3)=C2C#N)cc1 (centres undefined)	1%	9.9%	0.2	84	i	3	-3%	10%	-0.3%	-2%	9	-1
Cc1csc(NC(=O)C2CCCN2C(=O)OCC(C)C)n1 (centres undefined)	-8%	-0.2%	0.4	59	i	6	-6%	-12%	-0.5%	-5%	8	0
OCCC#Cc1ccc(CN2CCN(CCc3ccccc3)C(CCO)C2)cc1 (centres undefined)	9%	0.5%	1.5	62	.	.	-8%	7%	0.2%	0%	.	.
O=C(CN1CCN(c2ccc(F)cc2)CC1)Nc1ccc(-n2cnnn2)cc1	-3%	0.4%	2.1	50	i	-4	-9%	6%	0.8%[50 µM]	-6%	-4	2
CCOc1ccc(NC(=O)CCSc2ccc3ccccc3n2)cc1	5%	4.2%	0.3	58	i	7	0%	-4%	0.6%[50 µM]	-9%	4	-8
COCCN(Cc1ccc(F)cc1)C(=O)c1cc2ccccc2oc1=O	10%	?	0.9	59	.	.	-8%	10%	0.0%	0%	.	.
COc1ccc(N/N=C2/CCCCC2=O)cc1	-7%	-2.8%	-0.7	49	i	-6	5%	-1%	0.5%	3%	3	13
COc1ccc(CNC(=O)c2cc3c(C)nc4ccccc4c3o2)c(OC)c1	-2%	2.5%	2.1	51	i	11	-8%	-4%	.	.	5	-3

Individual results from the results shown.
AID2073, CCOc1ccc(NC(=O)CCSc2ccc3ccccc3n2)cc1 : 5%
Autophagy HCS cell loss 18 h, O=C(CSc1ccc(Cl)cc1)Nc1ccc(N2CCN(c3ccccc3)CC2)c(F)c1 : -30
GPR35 antagonists, COCCCNC(=O)CN(c1cc(Cl)ccc1OC)S(C)(=O)=O : 14%

(further entries)
SMILES	AID2073	RSV CPE inhibition	NTR1 ag	NTR1 ag cell count 20 µM	Autophagy HCS	Autophagy HCS cell loss 18 h	LYP phosphatase	GPR35 antagonists	UTI89 phage lysis	Dengue-2 NS5 capping	WT yeast gro inh	WT yeast gro inh mutant strain
COC(=O)c1nc(C(=O)OC)c(C(=O)OC)nc1C(=O)OC	3%	-0.3%	-0.6	51	i	-2	0%	5%	-0.6%[50 µM]	1%	-3	1
CCN(CC)S(=O)(=O)c1ccc(NC(=O)C2COc3ccccc3O2)cc1 (centres undefined)	-4%	-0.5%	1.3	48	i	6	-7%	22%	0.5%	-10%	8	-1
CS(=O)(=O)N(CC(=O)N1CCOCC1)Cc1ccc(Cl)cc1	0%	0.0%	1.3	45	i	-2	-2%	2%	0.3%	1%	8	5
CC(C)CCNC(=O)c1cc2c(s1)-c1ccccc1S(=O)(=O)C2	5%	1.0%	1.5	56	.	.	0%	2%	0.5%	-3%	.	.
CCOC(=O)c1c(C2CC2)csc1NC(=O)COC(=O)CCS(=O)(=O)c1ccc(C)cc1	6%	4.3%	1.9	67	i	-13	1%	3%	1.4%[50 µM]	1%	0	-18
Cc1n[nH]c(=O)c2c(NC(=O)CSc3nc4ccccc4c(=O)n3-c3ccc(OC(F)F)cc3)oc(C)c12	.	0.0%	2.0	56	.	.	.	.	0.9%[50 µM]	4%	.	.
COc1ccc(CC(=O)OCC(=O)NCc2ccc(Cl)cc2)cc1	-12%	-0.4%	-0.2	82	i	0	-1%	-7%	0.2%	-2%	15	-16
N=c1c2c(-c3ccccc3)c(-c3ccccc3)n(Cc3ccccc3)c2ncn1CCCn1ccnc1	6%	11%	34	38	+	18*	-17%	11%	-1.8%	-7%	-3	-2
COc1cccc(NC(=O)CNC(=O)c2ccc([N+](=O)[O-])cc2)c1	3%	0.4%	0.7	57	.	.	0%	6%	0.2%	2%	.	.
CCN(CC)CC(C(=O)N(CC)CC)P(=O)(c1ccccc1)c1ccccc1 (centres undefined)	0%	2.1%	0.6	43	i	-1	-10%	4%	0.1%	1%	-3	19
O=S(=O)(c1ccccc1)N1CCCC1c1nc2ccccc2s1 (centres undefined)	4%	6.5%	-1.3	80	i	-2	-4%	-2%	0.7%	-3%	6	0
Cc1cccc(OCCn2cc(/C=N/NC(=O)c3ccncc3)c3ccccc32)c1	12%	8.0%	2.7	64	i	-7	5%	-19%	6.6%	-4%	10	0
Cn1c(SCC(=O)OCC(=O)c2ccccc2)nnc1-c1cccs1	-10%	1.5%	-1.4	89	i	-10	-13%	4%	0.2%	-2%	-9	-20
Cc1c(-c2ccncc2)oc2ccc(Br)cc2c1=O	-2%	-3.6%	1.5	79	i	1	-6%	-8%	.	.	-5	9
O=C(CSC(=S)N1CCCC1)N1CCN(S(=O)(=O)c2cccc(F)c2)CC1	.	-0.4%	-0.6	61	.	.	.	.	0.3%[50 µM]	-6%	.	.
Cc1c(C(=O)NCC(c2ccco2)N(C)C)oc2c(Cl)cccc12 (centres undefined)	.	0.9%	2.4	64	.	.	.	.	1.5%[50 µM]	-1%	.	.
Cn1c(=O)oc2cc(S(=O)(=O)N3CCC(C(=O)NCc4ccccc4)CC3)ccc21	7%	0.8%	0.6	52	.	.	-8%	-8%	0.9%	-3%	.	.
CC(C)Oc1ccc(/C=N/NC(=O)c2nnn(-c3nonc3N)c2CN(C)c2ccccc2)cc1	19%	2.1%	7.7	54	.	.	2%	-2%	0.7%	-8%	.	.
O=C(N1CCOCC1)N1CCN(S(=O)(=O)c2ccc(F)cc2)CC1	-1%	0.5%	-0.1	50	.	.	-12%	-6%	0.3%	-9%	.	.
COc1cccc(CNC(=O)CCC2CCCN(C(=O)c3cccc4c(C)c(C)[nH]c34)C2)c1 (centres undefined)	9%	2.3%	1.2	49	i	-15	-2%	2%	-0.1%	-2%	2	2
Cc1ccc2c(c1)N(C(=O)CCC(=O)O)CCO2	-3%	2.1%	2.5	57	i	10	1%	9%	-0.3%	-7%	-2	-8
Cc1ccc(NS(=O)(=O)c2cc(C(N)=O)ccc2C)cc1	14%	2.2%	0.0	65	i	1	-7%	-4%	5.1%	3%	-8	-40
N#CCc1cnc2ccccc2n1	10%	1.2%	.	.	.	.	-4%	-7%	0.2%	5%	.	.
COc1ccc(C)cc1S(=O)(=O)N1CCN(C/C=C/c2ccccc2)CC1	.	0.4%	-2.2	78	.	.	.	.	-0.1%[50 µM]	2%	.	.
Cc1ccc2c(C)c(C(=O)N(Cc3cccs3)C3CCS(=O)(=O)C3)oc2c1 (centres undefined)	0%	0.8%	5.6	84	i	2	2%	-1%	1.6%	4%	29	-1
CCOC(=O)c1sc2nc(N3CCOCC3)c3c(c2c1N)CC(C)(C)N(C)C3	?	1.4%	-1.2	54	i	-5	-11%	-3%	1.3%	-2%	-3	10
O=C(Nc1nnc(CCOCCOCCc2nnc(NC(=O)c3ccco3)s2)s1)c1ccco1	7%	-0.2%	-1.5	52	i	27	-10%	0%	0.1%	0%	32	0
COc1ccccc1C(=O)NCCC(=O)NCc1cccs1	.	0.3%	-0.7	57	.	.	.	.	1.0%[50 µM]	-1%	.	.
O=c1c(Cl)c(Cl)cnn1Cc1nnc(-c2ccc(Cl)cc2)o1	?	.	.	.	i	71	-4%	0%	-0.5%	-9%	49	37

In another format: 4 of the compounds above
Cc1nn2c(N3CCN(C(=O)c4ccco4)CC3)cc(C(C)(C)C)nc2c1-c1ccccc1
  AID2073: 28%
  RSV CPE inhibition: -1.1%
  NTR1 ag: 13
  NTR1 ag cell count 20 µM: 65
  Autophagy HCS: i
  Autophagy HCS cell loss 18 h: 12
  LYP phosphatase: 11%
  GPR35 antagonists: 27%
  UTI89 phage lysis: .
  Dengue-2 NS5 capping: .
  WT yeast gro inh: -4
  WT yeast gro inh mutant strain: -4
COCCCNC(=O)CN(c1cc(Cl)ccc1OC)S(C)(=O)=O
  AID2073: 0%
  RSV CPE inhibition: 0.7%
  NTR1 ag: 1.1
  NTR1 ag cell count 20 µM: 94
  Autophagy HCS: i
  Autophagy HCS cell loss 18 h: 12
  LYP phosphatase: -12%
  GPR35 antagonists: 14%
  UTI89 phage lysis: 1.3%
  Dengue-2 NS5 capping: 3%
  WT yeast gro inh: -8
  WT yeast gro inh mutant strain: -3
Cc1ccc2nc(Nc3ncc4c(n3)CC(C)(C)CC4=O)nc(C)c2c1
  AID2073: 4%
  RSV CPE inhibition: 0.5%
  NTR1 ag: 2.8
  NTR1 ag cell count 20 µM: 55
  Autophagy HCS: i
  Autophagy HCS cell loss 18 h: 3
  LYP phosphatase: -2%
  GPR35 antagonists: 7%
  UTI89 phage lysis: 0.6%
  Dengue-2 NS5 capping: -5%
  WT yeast gro inh: -7
  WT yeast gro inh mutant strain: -2
Cc1ccc(C2CC(=O)NC(SCc3ccccc3)=C2C#N)cc1 (centres undefined)
  AID2073: 1%
  RSV CPE inhibition: 9.9%
  NTR1 ag: 0.2
  NTR1 ag cell count 20 µM: 84
  Autophagy HCS: i
  Autophagy HCS cell loss 18 h: 3
  LYP phosphatase: -3%
  GPR35 antagonists: 10%
  UTI89 phage lysis: -0.3%
  Dengue-2 NS5 capping: -2%
  WT yeast gro inh: 9
  WT yeast gro inh mutant strain: -1

An unsorted share of the library; 2.6% or so of the library scored in one or more.
